# Compound activity (PubChem BioAssay)
# KB-3-1 cytotox: kills parental KB-3-1 adenocarcinoma cells; AID 1347075; Potency, µM (highest dose often 46.1 µM), for inactives: top-dose activity change, negative = cytotoxic, most hits filed as cytotoxic; 400,000 tested, 1.4% active; KB-3-1 viability, CellTiter-Glo ATP luminescence, 72 h; further: potency means the concentration at half of the fitted maximal effect; on the % scale 0 is the no-effect control and ±100 the full control effect; nearly all actives have a fitted effect of over 60% in size
#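 Cytotoxicity measured as CellTiter-Glo luminescence after 72 h at 37 C. Compound titrations were pinned onto drug-naive KB-3-1 parental adenocarcinoma cells grown in DMEM with 10% FBS, and normalized data fitted to concentration-response curves.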
# HT1080 IDH1KD tx: HT-1080 IDH1 knockdown cell toxicity (counter line); 360,000 tested, 2% active; Potency, µM (doses to about 46.1 µM), inactives show at the highest dose activity, negative = toxicity, usual class: cytotoxic; HT-1080 IDH1 knockdown viability, ATP luminescence, 48 h; AID 686971;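 further: potency means the concentration at half of the fitted maximal effect; 0% = DMSO wells and -100% = cell-free medium wells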
#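 Cytotoxicity counter-line: IDH1KD HT-1080, 48 h, CellTiter-Glo. Curves classed by r2, magnitude and activity.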
# MCF10A rereplic: inducers of DNA re-replication in MCF 10A breast cells | MCF 10A DNA re-replication, Hoechst nuclear intensity, 48 h | 350,000 tested, 2.9% active | Potency, µM (doses to about 46.1 µM), for inactives: top-dose activity, positive = re-replication, most hits filed as activators; further: potency means the concentration at half of the fitted maximal effect; % of control where 0% means no effect; nearly all actives have a fitted effect of over 50% in size
# D3 ag: agonists of human D3 dopamine receptor; max activation, %; P35462; D3R DiscoveRx beta-arrestin cells, luminescence, 90 min; 410,000 tested, 0.58% active; in the data active means max activation above about 30%; further: 0% is about no effect; mostly tested at two doses, the higher about 12 µM
# Target sequence (P35462 whole entry, looked up): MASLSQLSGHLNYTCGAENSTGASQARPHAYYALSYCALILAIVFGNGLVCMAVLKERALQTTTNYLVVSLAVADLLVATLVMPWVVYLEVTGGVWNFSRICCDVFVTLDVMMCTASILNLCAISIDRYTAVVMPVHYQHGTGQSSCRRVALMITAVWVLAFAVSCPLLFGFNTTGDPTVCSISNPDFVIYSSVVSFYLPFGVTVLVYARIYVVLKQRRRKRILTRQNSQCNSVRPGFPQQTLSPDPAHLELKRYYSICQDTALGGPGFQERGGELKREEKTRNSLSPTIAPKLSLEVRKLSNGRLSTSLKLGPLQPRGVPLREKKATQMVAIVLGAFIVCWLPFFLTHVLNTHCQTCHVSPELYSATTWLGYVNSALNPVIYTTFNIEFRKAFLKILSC
#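 Agonist mode: compounds and dopamine controls were applied to plated cells for 90 min at 37 degrees C after an overnight attachment at 1500 cells/well. Luminescent read-out followed 30 - 60 minutes at room temperature with DiscoveRx detection reagent.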
# SW480 rereplic: inducers of DNA re-replication in SW480 colon cancer cells | SW480 DNA re-replication, Hoechst DNA content imaging, 48 h | Potency, µM (series often up to 46.1 µM), without a hit: at the top dose re-replication activation, usual class: activators | 340,000 tested, 1.8% active | AID 624297; further: potency means the concentration at half of the fitted maximal effect; % of control where 0% means no effect; nearly all actives have a fitted effect of over 55% in size
#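 First, 250 cells per well were seeded. Next, compound or vehicle (23 nL) was pinned in, plates sat 48 hr at 37 C. Finally Hoechst was added for 40 min before fluorescence scanning.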
# HT1080NT lethal: kills 2HG-producing HT-1080-NT fibrosarcoma cells | Potency, µM (highest dose often 46.1 µM), inactives show at the highest dose activity, negative = less viability, actives largely listed as cytotoxic | 360,000 tested, 1.6% active | HT-1080-NT fibrosarcoma viability, CellTiter-Glo ATP luminescence, 48 h | AID 686970;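 further: NT is the 2HG producing partner of a matched IDH1 knockdown line; potency means the concentration at half of the fitted maximal effect; 0% = DMSO-treated cells and -100% = media-only wells without cells; nearly all actives have a fitted effect of over 55% in size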
#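 HT-1080-NT fibrosarcoma cells (2HG-overproducing), 750 cells/well in RPMI with 5% FBS, dosed after 2 h and incubated 48 h at 37C. CellTiter-Glo luminescence normalized to DMSO and no-cell wells; concentration-response curves fitted and classed.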
# IL-1B inflam inh: blocks inflammasome-driven IL-1 beta release | activity change, % at 57.5 µM | THP-1 LPS/ATP IL-1B secretion, AlphaLISA, 16 h; hits give low values | 360,000 tested, 4.7% active | AID 743279; in the data active means activity change below about -50%; inconclusive means mostly about -30% to -49%; further: on the % scale 0 is the no-effect control and ±100 the full control effect
#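 Secreted IL-1B measured by AlphaLISA bead assay after 16 h compound exposure of THP-1 cells; compounds (final up to 57.5 uM) added 1 h before LPS (250 ng/mL) and ATP (1.25 mM) stimulation; lower signal means less secretion.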
# KB-V1 cytotox: KB-V1 MDR subline cytotoxicity; 400,000 tested, 3.4% active; KB-V1 MDR cells viability, CellTiter-Glo, 72 h; Potency, µM (titrated, usually from 46.1 µM), without a hit: at the highest dose activity change, negative = cytotoxicity, hits mostly cytotoxic; further: potency means the concentration at half of the fitted maximal effect; on the % scale 0 is the no-effect control and ±100 the full control effect; nearly all actives have a fitted effect of over 60% in size
#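 Compound-treated KB-V1 multidrug-resistant cells, 72 h, 37 degrees C; viability by CellTiter-Glo. Fitted qHTS curves give the values.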
# HEK293 tox: cytotoxicity in counter-screen for GLP-1R inverse agonists. HEK293 cAMP-luciferase reporter cells, luminescence, 24 h. Potency, µM (doses to about 38.3 µM), without a hit: top-dose activity change, negative = inhibition, actives largely listed as inhibitors. 410,000 tested, 0.13% active;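 further: loss of luciferase light is scored as toxicity; potency means the concentration at half of the fitted maximal effect; on the % scale 0 is the no-effect control and ±100 the full control effect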
#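 MLSMR compounds, 24 hr on cells at 37 deg C/5% CO2; luminescence after luciferase reagent (12 min RT). Inhibition counted as the undesired cytotoxic outcome.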
# Active calls of the source: *; ? = inconclusive; . = no result given; [ ] = another dose, or the depositor's remark. Unless noted, the call rests on the fitted dose curve; in most records, active means well fitted curve in the direction sought with a large enough effect; inconclusive means small, poorly fitted or top-dose-only effect, or another doubt; inactive means no such curve, though single readings can be large; an effect the other way counts as inactive or inconclusive.
SMILES,KB-3-1 cytotox,HT1080 IDH1KD tx,MCF10A rereplic,D3 ag,SW480 rereplic,HT1080NT lethal,IL-1B inflam inh,KB-V1 cytotox,HEK293 tox
COc1cc(C#N)c(NC(=S)N2CCN(C(=O)c3ccco3)CC2)cc1OC,0%,13%,.,11,.,16%,-17,-1%,3%
CCC(=O)c1ccccc1OCC(=O)Nc1c(C)cccc1C,2%,7%,5%,-7,-2%,19%,-5,3%,5%
COc1ccc(NC(=O)CSc2ccccc2)cc1S(=O)(=O)N1CCCCC1,7%,-2%,-6%,-3,.,1%,10,?,-24%
Cn1c(=S)n(C)c2ccccc21,2%,7%,13%,2,-62%[inhibitor],8%,5,9%,5%
CCCCC1NC(=S)N(C2CCCCC2)C1=O (stereo not given),4%,-4%,1%,3,-3%,-16%,19,?,-10%
COc1ccccc1CN1CC(=O)N2CSC[C@H]2C1=O,13%,0%,3%,-4,1%,-3%,7,?,-11%
O=C(COc1ccc2c3c(c(=O)oc2c1)CCC3)Nc1ccc(CN2CCOCC2)cc1,1%,18%,7%,-18,-3%,17%,-22,13%,-15%
CCOc1ccccc1C(=O)N1CCCCC1C (stereo not given),-4%,12%,3%,1,-8%,2%,0,11%,2%
CC1C(=O)N(Cc2cn(CCC3OCCCO3)nn2)CCS(=O)(=O)N1Cc1ccc(-c2ccc(F)cc2)cc1 (stereo not given),0%,-15%,.,2,.,4%,-12,1%,-17%
CCN(CC)CC(=O)Nc1nc(-c2ccc(Cl)cc2)cs1,?,3%[9.24 µM],16%,-8,12%,-28%,-4,?,-19%
O=C(Cc1ccccc1F)Nc1nc(-c2cccs2)cs1,-16%,?,6%,-4,-3%,-21%,-7,-25%,64%[activator]
CC(Oc1ccccc1F)C(=O)NNC(=O)c1ccc(F)c(S(=O)(=O)N2CCOCC2)c1 (stereo not given),.,4%,-7%,7,0%,2%,10,.,-6%
Fc1ccc2cnc(C3=CCCCC3)cc2c1,11%,-4%,0%,1,-3%,13%,12,16%,8%
O[C@@H]1C[C@H](c2ccc(Cl)cc2)N(Cc2cccs2)C[C@H]1n1cc(C2CC2)nn1,-8%,13%,.,6,.,9%,9,26%,-25%
COc1ccc(-c2noc(-c3cc(C)cc(C)c3)n2)cc1OC,-4%,21%,2%,25,-6%,17%,?,-3%,9%
COC(=O)c1ccc(OCC2c3cc(OC)c(OC)cc3CCN2C(=O)c2ccco2)cc1 (stereo not given),-3%,?,?,1,-7%,-29%,-53*,6.5µM*,?
CCCC1(C(=O)OC)NC(c2cc(OC)c(OC)c(OC)c2)C2C(=O)N(CC)C(=O)C21 (stereo not given),6%,10%,0%,-7,-5%,6%,17,6%,-10%
Cc1cccc(NCc2cccc3ccccc23)n1,1%,3%,7%,-3,-8%,5%,7,-11%,-4%
CS(=O)(=O)Nc1cccc2cccnc12,?,4%,1%,-17,?,-8%,46,0%,?
CCOC(=O)C(=O)Nc1cc(C(=O)OC)cc(C(=O)OC)c1,9%,1%,3%,-2,-4%,3%,-12,-7%,9%
COc1ccccc1N(CC(=O)N/N=C/c1ccc(C(=O)O)cc1)S(=O)(=O)c1ccc(C)cc1,16%,2%,0%,3,-18%,0%,11,0%,5%
COc1ccc2c(c1)C=C([C@@H]1C[C@H]3CN(c4ccccc4)C(=O)[C@]34CCCN14)CO2,?,0%,-4%,-4,-6%,-1%,-2,-49%,-2%
CCNC(=O)c1oc2c(c1C)C(=O)CC(C)(C)C2,2%,0%,10%,-7,-1%,9%,9,8%,0%
CCN(C[C@H]1N[C@@](C)(C(=O)OC)[C@H]2C(=O)N(Cc3ccccc3)C(=O)[C@@H]12)C(=O)C1CCCCC1,-9%,0%,-5%,13,1.5µM*,2%,13,8%,2%

# Complete entries from above. Order of screens: KB-3-1 cytotox, HT1080 IDH1KD tx, MCF10A rereplic, D3 ag, SW480 rereplic, HT1080NT lethal, IL-1B inflam inh, KB-V1 cytotox, HEK293 tox
# O=C(COc1ccc2c3c(c(=O)oc2c1)CCC3)Nc1ccc(CN2CCOCC2)cc1 is entered as 1%, 18%, 7%, -18, -3%, 17%, -22, 13%, -15%
# COc1cc(C#N)c(NC(=S)N2CCN(C(=O)c3ccco3)CC2)cc1OC is entered as 0%, 13%, ., 11, ., 16%, -17, -1%, 3%
# CCCC1(C(=O)OC)NC(c2cc(OC)c(OC)c(OC)c2)C2C(=O)N(CC)C(=O)C21 (stereo not given) is entered as 6%, 10%, 0%, -7, -5%, 6%, 17, 6%, -10%
# CCNC(=O)c1oc2c(c1C)C(=O)CC(C)(C)C2 is entered as 2%, 0%, 10%, -7, -1%, 9%, 9, 8%, 0%

# Additional structures
SMILES,KB-3-1 cytotox,HT1080 IDH1KD tx,MCF10A rereplic,D3 ag,SW480 rereplic,HT1080NT lethal,IL-1B inflam inh,KB-V1 cytotox,HEK293 tox
N#Cc1c(-c2ccc3c(c2)OCO3)ccn2nc(-c3cccc(C(F)(F)F)c3)nc12,-14%,?,?,1,?,?,-1,-7%,1%
Cn1nnc(NC(=O)/C=C/c2ccco2)n1,-5%,7%,-6%,-9,?,5%,.,-8%,6%
COc1ccc(OC)c(NC(=O)C2=C(C)NC(=O)NC2c2cccs2)c1 (stereo not given),14%,-3%,-8%,-2,-6%,1%,-9,-2%,11%
O=C(NCSC1=NCCS1)c1ccccc1,0%,-1%,6%,2,0%,16%,9,11%,-8%
Cc1ccc(CNC(=O)c2cnc(-c3ccccn3)nc2C(F)(F)F)cc1,1%,8%,-7%,4,2%,0%,24,-10%,4%
Nc1ccccc1SCC(=O)N1CCc2ccccc21,13%,-2%,1%,-3,-1%,6%,-8,9%,11%
COc1cc(C(=O)OCCN2CCCCC2)ccc1O,-4%,5%,6%,-14,-1%,5%,-2,6%,0%
C=C1C(=O)OC2C1C(OC(=O)C(C)=CC)CC(=C)C1C(O)C3OC3(C)C21O (stereo not given),14%,15µM*,13µM*,-5,21µM*,-1%,-101*,0%,?
O=C(c1ccccc1)N1CCn2c1nc1ccccc12,-17%,-8%,-5%,0,-8%,-4%,13,-5%,5%
Cc1cc(OCC(O)CNC(C)c2ccccc2)ccc1C(C)C (stereo not given),?,18µM*,?,1,?,23µM*,-91*,16µM*,?
Clc1ccccc1-c1nn2c(COc3ccccc3)nnc2s1,1%,8%,?,12,-14%,-5%,-20,-11%,-7%
O=C(O)c1cccc(N/N=C/c2ccc(F)c(F)c2)c1,13%,-10%,1%,7,-2%,-1%,-9,29%,-3%
CC1(/[N+]([O-])=C/c2ccccc2F)CCCCC1=O (stereo not given),21%,6%,1%,1,-5%,9%,5,10%,11%
Cc1noc(C)c1NC(=O)N(C)C[C@H]1Oc2c(NC(=O)C3CCCCC3)cccc2C(=O)N([C@H](C)CO)C[C@@H]1C,0%,7%,2%,-9,-43%[inhibitor],10%,25,-2%,-20%
CCCOc1ccc(Cn2ccnc2)cc1[N+](=O)[O-],0%,11%,4%,-13,-4%,2%,4,-24%,14%
CC1CCC(NC(=O)c2ccc3c(c2)N(Cc2ccccc2)C(=O)c2ccccc2S3=O)CC1 (stereo not given),-3%,.,.,-25,.,.,.,-39%,5%
Cc1cccc(-c2nc(N)nc(N)n2)c1,-3%,10%,5%,6,-106%[inhibitor],21%,-6,6%,-2%
Cc1ccnc(NC(=O)c2oc3ccccc3c2C)c1,?,-22%,?,-5,?,-26%,54,-4%,8%
COc1ccc(NC(=O)COC(=O)CCCC2=NS(=O)(=O)c3ccccc3N2)cc1Cl,4%,24%,5%,2,-11%,?,-17,-2%,-18%
CC1(C)CC2CC(C)(CN2C(=O)c2cc(-c3ccccc3O)on2)C1 (stereo not given),?,1%,0%,-4,1%,17%,21,7%,0%
COC(=O)c1cccc(Cn2nc(C)c([N+](=O)[O-])c2C)c1,-16%,-13%,4%,0,0%,-11%,14,?,-6%
COc1ccc(CN(CC(=O)NCc2ccccc2)C(=O)CCC(=O)Nc2nccs2)cc1,23%,-20%,-19%,-1,-20%,-13%,6,6%,-7%
CCCNC(=S)N1CCC(NC(=O)c2cccc(C)c2)CC1,-10%,1%,-1%,-4,-50%[inhibitor],-5%,1,-7%,-2%
O=[N+]([O-])c1ccc(N(CC2CO2)S(=O)(=O)c2ccccc2)cc1 (stereo not given),2%,?,10%,7,-6%,?,-73*,-13%,-21%

# Some values from the entries so far:
# Reading of CC1(C)CC2CC(C)(CN2C(=O)c2cc(-c3ccccc3O)on2)C1 (stereo not given) under SW480 rereplic: 1%
# Reading of CCCOc1ccc(Cn2ccnc2)cc1[N+](=O)[O-] under HEK293 tox: 14%
# Reading of COc1ccc(CN(CC(=O)NCc2ccccc2)C(=O)CCC(=O)Nc2nccs2)cc1 under MCF10A rereplic: -19%
# Reading of Cc1cccc(-c2nc(N)nc(N)n2)c1 under IL-1B inflam inh: -6
# Reading of Cc1noc(C)c1NC(=O)N(C)C[C@H]1Oc2c(NC(=O)C3CCCCC3)cccc2C(=O)N([C@H](C)CO)C[C@@H]1C under SW480 rereplic: -43%[inhibitor]
